G9a inh = inhibitors of human histone lysine methyltransferase G9a; G9a H3K9 monomethylation, AlphaScreen, 2 h; hit rate 8.8% among 350,000; Q96KQ7; AID 504332; Potency, µM (top dose mostly 102 µM), for the others: at the top dose activity, negative = inhibition, usual class: inhibitors; also: % is scaled to controls: 0 for no effect and ±100 for the full control effect; nearly all actives have a fitted effect of over 75% in size
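Quantitative HTS format: methyltransferase activity on a biotin-tagged H3K9 peptide is measured by AlphaScreen, using a rabbit anti-monomethyl-H3K9 antibody with streptavidin donor and anti-IgG acceptor beads. Final levels are 20 nM enzyme, 500 nM peptide, 20 uM SAM; 2 h RT.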
PGK inhibitor = inhibitors of T. brucei phosphoglycerate kinase. hit rate 0.043% among 380,000. P07378. Potency, µM (top dose mostly 57.5 µM), for the others: at the highest dose activity change, negative = inhibition, usual class: inhibitors. PGK/GAPDH coupled, Kinase-Glo luminescence, 60 min; also: % is scaled to controls: 0 for no effect and ±100 for the full control effect; nearly all actives have a fitted effect of over 60% in size
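Luminescent ATP detection (Kinase-Glo Plus) follows a 60-minute room-temperature incubation, with wells lacking PGK as controls. Buffer: 100 mM TEA (pH 7.6), 5 mM MgCl2, 0.01% Tween-20. Coupling enzyme GAPDH (100 nM final) supplies unstable 1,3-BPG in-well.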
HP1b binding inh = inhibitors of HP1-beta chromodomain binding to methylated histone tails | AlphaScreen HP1-beta / biotin-H3K9me3 peptide binding | Potency, µM (series often up to 114 µM), without a hit: at the highest dose activity change, negative = inhibition, hits mostly inhibitors | hit rate 0.56% among 390,000 | AID 540317; also: nearly all actives have a fitted effect of over 70% in size; inactives centre near 23
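HP1-beta protein (50 nM final) preincubated 30 min at room temperature with biotinylated H3(1-18)K9me3 peptide (50 nM) in PBS pH 7.4, 0.01% Tween-20, then compound added for 30 min. AlphaScreen streptavidin donor/nickel chelate acceptor beads (10 ug/mL final), 30 min dark, luminescence read.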
POLI inh = DNA polymerase iota (human) inhibition. Q9UNA4. Pol iota fluorescent replication assay, 10 min. Potency, µM (titrated, usually from 115 µM), without a hit: at the top dose activity, negative = inhibition, most hits filed as inhibitors. hit rate 1% among 390,000. AID 588590
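Pol iota at 10 nM preincubated 15 min with compounds at room temperature; reaction started with fluorescent substrate, 50 nM final. Fluorescence read kinetically at 0 and 10 min; buffer-only wells as negative control.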
Pin1 inhibitor = blocks the human prolyl isomerase Pin1; Pin1 FP peptide displacement, HiFluor488, 10 min; Potency, µM (highest dose often 115 µM), inactives show at the highest dose activity, negative = inhibition, usual class: inhibitors; hit rate 0.009% among 390,000; active = well fitted inhibition curve with a large enough effect in the polarisation, with a control signal flat, not every such curve was filed as active; inconclusive = small, poorly fitted or top-dose-only effect, or effect the other way, or a change in a side signal; inactive = no such curve, though single readings can be large or run the other way; the % refers to the polarisation; also: % is scaled to controls: 0 for no effect and ±100 for the full control effect
BLM helicase inh = blocks DNA unwinding by human BLM helicase. P54132. recombinant BLM DNA unwinding, fluorescence dequenching. hit rate 0.2% among 350,000. Potency, µM (highest dose often 56.1 µM), inactives show at the top dose activity change, negative = inhibition, actives largely listed as inhibitors;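 also: plate controls were vehicle for no effect and no enzyme for full effect; nearly all actives have a fitted effect of over 35% in size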
BAZ2B inh = blocks human BAZ2B | Q9UIF8 | AlphaScreen BAZ2B-H3K14Ac peptide displacement | Potency, µM (titrated, usually from 114 µM), for inactives: at the top dose activity change, negative = inhibition, hits mostly inhibitors | hit rate 4.4% among 360,000 | AID 504333; also: % is scaled to controls: 0 for no effect and ±100 for the full control effect; nearly all actives have a fitted effect of over 60% in size
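In this displacement format the biotinylated H3(5-23) peptide acetylated at Lys14 serves as ligand at 50 nM, with BAZ2B at 50 nM in PBS pH 7.4 containing 0.01% Tween-20. Donor and acceptor beads are 10 ug/mL final.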
JMJD2A Tudor = JMJD2A Tudor domain (human) inhibition; O75164; AlphaScreen JMJD2A-Tudor / H3K4me3 peptide binding; Potency, µM (doses to about 114 µM), inactives show at the highest dose activity change, negative = inhibition, most hits filed as inhibitors; hit rate 4.4% among 390,000; AID 504339; also: % is scaled to controls: 0 for no effect and ±100 for the full control effect; nearly all actives have a fitted effect of over 50% in size
GLS inh = inhibitors of human glutaminase (GLS); GLS enzymatic activity, qHTS titration; Potency, µM (top dose mostly 45.5 µM), for inactives: at the highest dose activity change, negative = inhibition, most hits filed as inhibitors; hit rate 0.21% among 410,000; AID 624170; also: % is scaled to controls: 0 for no effect and ±100 for the full control effect
Target sequence (O94925 whole entry, looked up): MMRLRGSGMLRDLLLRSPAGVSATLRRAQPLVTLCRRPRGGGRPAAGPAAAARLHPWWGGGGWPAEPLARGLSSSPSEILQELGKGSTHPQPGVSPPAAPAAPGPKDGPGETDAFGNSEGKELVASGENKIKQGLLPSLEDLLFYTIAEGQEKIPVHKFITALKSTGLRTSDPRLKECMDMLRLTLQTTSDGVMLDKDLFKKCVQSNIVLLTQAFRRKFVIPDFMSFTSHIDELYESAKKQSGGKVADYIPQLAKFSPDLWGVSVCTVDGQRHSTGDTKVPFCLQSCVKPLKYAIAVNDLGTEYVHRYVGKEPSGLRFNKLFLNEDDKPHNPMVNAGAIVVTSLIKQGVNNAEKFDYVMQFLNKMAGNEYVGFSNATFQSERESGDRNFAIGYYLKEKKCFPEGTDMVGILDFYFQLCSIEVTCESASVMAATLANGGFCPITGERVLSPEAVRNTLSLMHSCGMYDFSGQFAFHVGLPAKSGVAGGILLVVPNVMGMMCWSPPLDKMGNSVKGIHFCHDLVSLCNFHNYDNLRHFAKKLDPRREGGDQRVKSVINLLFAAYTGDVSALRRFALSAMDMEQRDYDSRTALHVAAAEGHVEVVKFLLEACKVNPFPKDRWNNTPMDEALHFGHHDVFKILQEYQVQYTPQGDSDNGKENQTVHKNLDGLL
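Enzyme dispensed in phosphate buffer (45 mM, pH 8.2, 0.02% Tween-20), compounds pinned in, then 1 mM L-glutamine solution and the glutamate oxidase–HRP–Amplex Red mix added; fluorescence read immediately and again after 30 min at room temperature.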
The depositor's hits bear a star; i = inactive; ? = inconclusive; . = not tested or not shown; [ ] = another dose, or the depositor's remark. Unless noted, calls follow the shape of the dose curve; as a rule, active = well fitted curve in the direction sought with a large enough effect; inconclusive = small, poorly fitted or top-dose-only effect, or another doubt; inactive = no such curve, though single readings can be large; an effect the other way counts as inactive or inconclusive. Potency is read from the fitted curve at half-maximal effect. Some of the compounds tested. The share of hits here may be higher or lower than overall.

SMILES	G9a inh	PGK inhibitor	HP1b binding inh	POLI inh	Pin1 inhibitor	BLM helicase inh	BAZ2B inh	JMJD2A Tudor	GLS inh
CCS(=O)(=O)NCC(c1cccnc1)N1CCN(c2ccccc2F)CC1 (centres undefined)	-2%	0%	23%	11%	8%	1%	5%	-3%	-4%
O=C(COc1ccc(Cl)cc1Br)N1CCN(S(=O)(=O)c2ccccc2)CC1	13%	-1%	17%[57 µM]	6%	3%	-9%	-7%	-12%	0%
O=C(NCCN1CCOCC1)c1cc(-c2ccc(F)cc2)nc2ccccc12	18%[2.33 µM]	-3%	9%	13%	0%	.	8%	-10%	-10%
Cc1cc(C(=O)OCC(=O)Nc2cc(S(=O)(=O)N(C)C)ccc2C)c2ccccc2n1	8%	-1%	4%	66%[activator]	1%	-2%	-22%	-15%	-7%
O=C(O)c1ccc2c(c1)C(=O)N(c1ccc(OCc3ccccc3)cc1)C2=O	2%[59 µM]	-3%	15%	?	-5%	-9%	-24%	-26%	-1%
COc1ccc(CCNC(=O)C2CC(c3cccc(F)c3)=NO2)cc1 (centres undefined)	8%[59 µM]	-1%	67%[activator]	4%	-4%	-1%	3%	-20%	-5%
COc1ccccc1N1C(=O)C(=O)N(C)C1=O	.	4%	-17%	156%[activator]	-2%	.	.	-5%	-3%
Cc1ccc(-c2nnn(CC(=O)N3CCCCC3)n2)o1	-7%	0%	28%	0%	-14%	-3%	-3%	-7%	0%
NS(=O)(=O)c1cc([N+](=O)[O-])ccc1NCc1cccnc1	-6%	-8%	28%	31%[activator]	5%	-1%	3%	-21%	-1%
O=C(CN1CCN(S(=O)(=O)c2ccc(Cl)cc2)CC1)NC(=O)NC1CCCCC1	15%[59 µM]	1%	16%	25%	-5%	-8%	-11%	-21%	-1%

Pulled by compound from the list above (two):
SMILES	G9a inh	PGK inhibitor	HP1b binding inh	POLI inh	Pin1 inhibitor	BLM helicase inh	BAZ2B inh	JMJD2A Tudor	GLS inh
COc1ccc(CCNC(=O)C2CC(c3cccc(F)c3)=NO2)cc1 (centres undefined)	8%[59 µM]	-1%	67%[activator]	4%	-4%	-1%	3%	-20%	-5%
NS(=O)(=O)c1cc([N+](=O)[O-])ccc1NCc1cccnc1	-6%	-8%	28%	31%[activator]	5%	-1%	3%	-21%	-1%

Ordered by value in G9a inh (ascending): five of the compounds above
canonical_smiles | G9a inh
Cc1ccc(-c2nnn(CC(=O)N3CCCCC3)n2)o1 | -7%
NS(=O)(=O)c1cc([N+](=O)[O-])ccc1NCc1cccnc1 | -6%
CCS(=O)(=O)NCC(c1cccnc1)N1CCN(c2ccccc2F)CC1 (centres undefined) | -2%
Cc1cc(C(=O)OCC(=O)Nc2cc(S(=O)(=O)N(C)C)ccc2C)c2ccccc2n1 | 8%
O=C(COc1ccc(Cl)cc1Br)N1CCN(S(=O)(=O)c2ccccc2)CC1 | 13%

(list continues)
SMILES	G9a inh	PGK inhibitor	HP1b binding inh	POLI inh	Pin1 inhibitor	BLM helicase inh	BAZ2B inh	JMJD2A Tudor	GLS inh
COC(=O)c1ccc(NC(=S)NC2CC3CCC2C3)cc1 (centres undefined)	17%	-1%	42%[activator]	-3%	-2%	0%	-9%	-6%	-4%
COc1ccc(CCN2C(=O)CCC2(C)C(=O)NC2CCCC2)cc1OC (centres undefined)	-33%	3%	21%	60%[activator]	-3%	-1%	3%	2%	0%
CC(C)CCNC(=O)c1cc(S(=O)(=O)N2CCCCC2)ccc1N1CCOCC1	1%[12.7 µM]	9%	25%	10%	-6%	-2%	-2%	-7%	-2%
CCc1ccc(C(=O)NNc2ccccc2F)cc1	.	4%	40%[activator]	20%	-10%	-2%	-18%	-11%	15%
Cc1cccc(C(=O)NCCc2nnc(SCC(=O)Nc3nc(C)cs3)n2C)c1	25%	i	23%	32%[activator]	-1%	2%	7%	-6%	0%
COc1ccc(C(=O)CSc2nc(-c3ccccn3)nc(C)c2Cl)cc1	0%	-2%	34%	47%[activator]	?	3%	-23%	-19%	-11%
CCCCN(CCCC)S(=O)(=O)c1c(C)[nH]c(=O)[nH]c1=O	-5%	4%	44%[activator]	108%[activator]	1%	0%	.	-1%[11.4 µM]	6%
CCCCOc1cccc(NC(=O)c2cccc(C(=O)Nc3cccc(OCCCC)c3)c2)c1	-31%[59 µM]	-1%	11%	-24%	3%	-1%	-9%	-19%	-4%
CC(C)C(NC(=O)C12CC3CC(CC(C3)C1)C2)C(=O)N/N=C/C1=C(N2CCOCC2)C(=C\c2cccc([N+](=O)[O-])c2)/CC1 (centres undefined)	7%	i	5%	21%	-2%	-4%	-30%	-24%	6%
Cc1cc(NS(=O)(=O)c2ccc(NC(=O)Cc3ccccc3)cc2)nc(C)n1	-6%[59 µM]	1%	33%	33%[activator]	-5%	-1%	3%	3%	1%
CC(C)=C1SC(N2CCN(c3ccc(C)cc3)CC2)=NC1=O	-1%[59 µM]	-7%	12%	-3%	1%	-11%	5%	-24%	30%
CC(=O)c1ccc(NC(=O)CCc2nnc3ccc(NCc4ccco4)nn23)cc1	4%	-1%	5%[57 µM]	?	9%	-3%	?	-26%	-17%

Screening data from PubChem.
